Source: PubChem BioAssay
MazF activator: increases E. coli MazEF RNase cleavage of RNA | P0AE70 | FAM/BHQ RNA-DNA oligo cleavage fluorescence, 5 h | activation, % at 20 µM | 0.32% of 350,000 active | AID 504720; in the data active = activation above about 50%
Target sequence (P0AE70 whole entry, looked up): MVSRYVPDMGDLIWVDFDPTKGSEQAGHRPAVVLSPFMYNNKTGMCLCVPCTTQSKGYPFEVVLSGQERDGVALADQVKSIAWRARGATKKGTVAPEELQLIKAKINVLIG
Rv3671c inh: Rv3671c (M. tuberculosis) protease inhibition; P9WHR9; inhibition, % at 5.96 µM; 0.048% of 320,000 active; AID 2606; in the data active = inhibition above about 38%;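 note: extracellular domain of Rv3671c used as enzyme; 0% = enzyme with DMSO and 100% = no enzyme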
Target sequence (P9WHR9 whole entry, looked up, the tested form may be a part): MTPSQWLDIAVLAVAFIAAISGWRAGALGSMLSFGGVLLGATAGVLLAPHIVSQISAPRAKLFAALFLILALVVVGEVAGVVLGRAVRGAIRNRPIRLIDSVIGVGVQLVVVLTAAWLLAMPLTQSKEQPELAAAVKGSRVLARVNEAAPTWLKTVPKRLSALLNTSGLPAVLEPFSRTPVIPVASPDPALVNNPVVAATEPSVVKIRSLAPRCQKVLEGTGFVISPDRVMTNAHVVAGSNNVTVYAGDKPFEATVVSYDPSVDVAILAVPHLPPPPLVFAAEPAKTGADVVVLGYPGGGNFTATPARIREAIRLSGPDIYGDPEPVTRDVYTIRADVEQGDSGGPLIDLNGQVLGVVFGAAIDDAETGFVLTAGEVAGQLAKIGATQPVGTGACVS
PrPC surface inh: cell surface PrPC inhibition, primary TR-FRET screen; P04156; TR-FRET read-out; inhibition, % at 13.8 µM; 0.43% of 370,000 active; AID 720596; in the data active = inhibition above about 24%; note: 0% = median of the test wells and 100% = reference compound wells
Y pestis TopoI: Y. pestis Topo-I inhibition via cleavage products. 0.064% of 360,000 active. activity, % at 10 µM. AID 504884. Y. pestis Topo-I cleavage product accumulation, plate reader; in the data active = activity above about 50%, passing the limit was not always enough; note: inactives centre near 2
SARS 3CLpro inh: SARS-CoV 3CLpro protease inhibition | AID 1706 | recombinant SARS-CoV 3CLpro, quenched FRET peptide cleavage | P0C6X7 | 0.14% of 290,000 active | inhibition, % at 6 µM; in the data active = inhibition above about 12%
VHR inh abs: DUSP3 (human) phosphatase inhibition. recombinant VHR phosphatase, pNPP absorbance. inhibition, % at 13.3 µM. P51452. AID 1654. 0.52% of 290,000 active; in the data active = inhibition above about 50%; note: some compounds called inactive have numbers as strong as hits
Target sequence (P51452 whole entry, looked up): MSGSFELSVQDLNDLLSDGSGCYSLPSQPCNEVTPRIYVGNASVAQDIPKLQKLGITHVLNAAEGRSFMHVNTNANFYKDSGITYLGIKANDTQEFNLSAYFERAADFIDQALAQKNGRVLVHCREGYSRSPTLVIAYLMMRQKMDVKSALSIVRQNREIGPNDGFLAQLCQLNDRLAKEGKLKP
Vc quorum ag: quorum light induction in luxS cqsA deficient V. cholerae; AID 588436; 0.16% of 350,000 active; V. cholerae BH1578 lux reporter, luminescence, 6 h; activation, % at 18.7 µM; in the data active = activation mostly above about 9.7%, no sharp cut-off; note: not every result past the cut was called active; inactives centre near 0; reference of the scale not given here
CCHF vOTU inh: blocks the CCHF virus ovarian tumor domain protease; CCHFV vOTU protease, Pep-AMC fluorescence; inhibition, % at 11.5 µM; 0.55% of 370,000 active; AID 651958; in the data active = inhibition above about 30%; note: 0% = vehicle wells with enzyme and 100% = no enzyme wells
PriA SSB inh: inhibitors of Klebsiella pneumoniae PriA binding to SSB C-terminal tail; AlphaScreen SSBct-PriA binding, biotinylated peptide; inhibition, % at 33 µM; 0.6% of 430,000 active; AID 1272365; in the data active = inhibition mostly above about 37%, no sharp cut-off; inactive = mostly below about 20%;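 note: plate controls were negative control peptide for no effect and reference peptide for full effect; strong numbers were not always called active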
TcdB inh: blocks C. difficile toxin B glycohydrolase activity; 0.24% of 350,000 active; P18177; inhibition, % at 9.99 µM; AID 652162; TcdB glycohydrolase enzymatic assay, plate reader; in the data active = inhibition above about 10%
An asterisk follows results filed as active.

Results for Cc1ccc(C2(O)CN(c3ccccc3C)C3=[N+]2CCS3)cc1 (stereo unspecified) ?
MazF activator: 6; Rv3671c inh: -2; PrPC surface inh: -3; Y pestis TopoI: 25; SARS 3CLpro inh: 5; VHR inh abs: 12; Vc quorum ag: -0.3; CCHF vOTU inh: 4; PriA SSB inh: 1

What do the screens show for `O=C(CCc1nc(-c2ccc(F)cc2)no1)NCc1ccccc1CN1CCOCC1`?
MazF activator: 7; Rv3671c inh: -4; PrPC surface inh: -5; Y pestis TopoI: 20; Vc quorum ag: inactive; CCHF vOTU inh: 6; PriA SSB inh: -6; TcdB inh: -1.2

Results for COc1cc(S(=O)(=O)N2CCCCC2)ccc1NC(=O)c1ccccc1Cl ?
MazF activator: 2; Rv3671c inh: -2; PrPC surface inh: 11; Y pestis TopoI: 5; SARS 3CLpro inh: -2; VHR inh abs: 9; Vc quorum ag: -7.1; CCHF vOTU inh: -7; PriA SSB inh: -4; TcdB inh: 0.5

Results for CCOc1ccc(NC(=O)CSc2nc3ccccc3nc2N2CCOCC2)cc1 ?
MazF activator: -3; Rv3671c inh: 2; PrPC surface inh: -3; Y pestis TopoI: 5; SARS 3CLpro inh: 5; VHR inh abs: 17; Vc quorum ag: -0.3; CCHF vOTU inh: 2; PriA SSB inh: -4; TcdB inh: 1.0

Results for COc1ccccc1NC(=O)C[n+]1ccccc1 ?
MazF activator: 6; Rv3671c inh: 4; PrPC surface inh: -4; Y pestis TopoI: -10; SARS 3CLpro inh: 1; VHR inh abs: 30; Vc quorum ag: inactive; CCHF vOTU inh: -9; PriA SSB inh: 10; TcdB inh: 0.1

How did O=C(COC(=O)c1ccc(S(=O)(=O)NCc2ccco2)cc1)NC1CCCCC1 do in these assays?
MazF activator: 12; Rv3671c inh: 1; PrPC surface inh: 1; Y pestis TopoI: 12; SARS 3CLpro inh: -6; VHR inh abs: 20; CCHF vOTU inh: 9; PriA SSB inh: -8

Results for CCOc1cc(N2CCOCC2)c(OCC)cc1NC(=O)Cc1cccc2ccccc12 ?
MazF activator: 2; Rv3671c inh: 8; PrPC surface inh: 2; Y pestis TopoI: 20; SARS 3CLpro inh: 2; VHR inh abs: 27; Vc quorum ag: 2.6; CCHF vOTU inh: 3; PriA SSB inh: 3

Results for Cc1ccc(-n2c(SCC(=O)Nc3ccc4c5c(cccc35)CC4)nc(O)cc2=O)cc1 ?
MazF activator: -1; Rv3671c inh: 45*; PrPC surface inh: -1; Y pestis TopoI: -3; SARS 3CLpro inh: 3; VHR inh abs: 5; Vc quorum ag: 2.2; CCHF vOTU inh: -3; PriA SSB inh: -5; TcdB inh: 0.1

What do the screens show for `COc1cccc(NC(=O)CN(C)C(=O)CSCc2nc3scc(-c4cccs4)c3c(=O)[nH]2)c1`?
MazF activator: 5; Rv3671c inh: -3; PrPC surface inh: -6; Y pestis TopoI: 30; Vc quorum ag: inactive; CCHF vOTU inh: 2; PriA SSB inh: -4; TcdB inh: 1.0

Results for O=C(O)CC(NC(=O)Nc1ccccc1)c1ccc(OC2CCCC2)cc1 (stereo unspecified) ?
MazF activator: 3; Rv3671c inh: -1; PrPC surface inh: 4; Y pestis TopoI: -6; SARS 3CLpro inh: 4; VHR inh abs: 8; Vc quorum ag: -0.5; CCHF vOTU inh: 7; PriA SSB inh: -1; TcdB inh: -0.5

What do the screens show for `Cc1cc(N2CCN(c3ccccc3)CC2)nc(N)n1`?
MazF activator: -1; Rv3671c inh: 5; PrPC surface inh: 0; Y pestis TopoI: -1; SARS 3CLpro inh: 1; VHR inh abs: 8; Vc quorum ag: inactive; CCHF vOTU inh: -9; PriA SSB inh: 0

How did COc1cccc(CNS(=O)(=O)c2cn(C)cn2)c1 do in these assays?
MazF activator: -22; Rv3671c inh: -3; PrPC surface inh: -7; Y pestis TopoI: -12; SARS 3CLpro inh: -7; VHR inh abs: -4; Vc quorum ag: -5.3; CCHF vOTU inh: -2; PriA SSB inh: -3

Random excerpt: 2 records from the list
How did COc1cccc(CNS(=O)(=O)c2cn(C)cn2)c1 do in these assays?
MazF activator: -22; Rv3671c inh: -3; PrPC surface inh: -7; Y pestis TopoI: -12; SARS 3CLpro inh: -7; VHR inh abs: -4; Vc quorum ag: -5.3; CCHF vOTU inh: -2; PriA SSB inh: -3

Results for COc1cc(S(=O)(=O)N2CCCCC2)ccc1NC(=O)c1ccccc1Cl ?
MazF activator: 2; Rv3671c inh: -2; PrPC surface inh: 11; Y pestis TopoI: 5; SARS 3CLpro inh: -2; VHR inh abs: 9; Vc quorum ag: -7.1; CCHF vOTU inh: -7; PriA SSB inh: -4; TcdB inh: 0.5

(next part)
What do the screens show for `COc1ccc(CNC(=O)CCCn2nc(C)c([N+](=O)[O-])c2C)cc1OC`?
MazF activator: 4; Rv3671c inh: 2; PrPC surface inh: -3; Y pestis TopoI: -13; SARS 3CLpro inh: 3; VHR inh abs: 0; Vc quorum ag: inactive; CCHF vOTU inh: 4; PriA SSB inh: -16; TcdB inh: 0.8

Results for COCCCNC(=S)N1CCN(Cc2ccc3c(c2)OCO3)CC1 ?
MazF activator: 1; Rv3671c inh: 5; PrPC surface inh: 3; Y pestis TopoI: -15; SARS 3CLpro inh: 1; VHR inh abs: 15; Vc quorum ag: -0.4; CCHF vOTU inh: -4; PriA SSB inh: -4; TcdB inh: -0.2

Results for COCC(=O)N/N=C(\C)CC(=O)Nc1ccccc1C(N)=O ?
MazF activator: -2; Rv3671c inh: 8; PrPC surface inh: 6; Y pestis TopoI: 7; SARS 3CLpro inh: 3; VHR inh abs: 1; Vc quorum ag: inactive; CCHF vOTU inh: -16

How did CCOC(=O)c1nnn(-c2ccccc2)c1C do in these assays?
MazF activator: -1; Rv3671c inh: -3; PrPC surface inh: -6; Y pestis TopoI: 7; SARS 3CLpro inh: 4; VHR inh abs: 0; Vc quorum ag: inactive; CCHF vOTU inh: 5; PriA SSB inh: 2

What do the screens show for `CCN(CC)S(=O)(=O)c1ccc(C)c(NC(=O)CNc2cccc(S(=O)(=O)N3CCOCC3)c2)c1`?
MazF activator: 4; Rv3671c inh: 0; PrPC surface inh: -6; Y pestis TopoI: 27; Vc quorum ag: -0.4; CCHF vOTU inh: 8; PriA SSB inh: -9; TcdB inh: 5.8

What do the screens show for `COc1cccc(Nc2nnc(SCC(=O)N3CC(=O)Nc4ccccc43)s2)c1`?
MazF activator: 3; Rv3671c inh: -5; PrPC surface inh: -4; Y pestis TopoI: 16; SARS 3CLpro inh: -1; VHR inh abs: -5; Vc quorum ag: -0.5; CCHF vOTU inh: 3; PriA SSB inh: -3; TcdB inh: 0.1

What do the screens show for `Cc1ccc2[nH]c(CNC(=O)c3ccccc3F)cc2c1`?
MazF activator: 6; Rv3671c inh: 2; PrPC surface inh: -3; Y pestis TopoI: 0; SARS 3CLpro inh: 0; VHR inh abs: 11; Vc quorum ag: inactive; CCHF vOTU inh: -12; PriA SSB inh: 5; TcdB inh: 1.1

How did COc1ccc(C)cc1NC(=O)c1cc2ccccc2cc1OCC(=O)NCc1ccco1 do in these assays?
MazF activator: -6; Rv3671c inh: 0; PrPC surface inh: 5; Y pestis TopoI: 1; SARS 3CLpro inh: -2; VHR inh abs: 6; Vc quorum ag: -5.6; CCHF vOTU inh: 19; PriA SSB inh: 2

Results for Cc1cc(=O)oc2cc(NC(=O)C3CCCC3)ccc12 ?
MazF activator: 3; Rv3671c inh: 4; PrPC surface inh: -4; Y pestis TopoI: 0; SARS 3CLpro inh: 0; VHR inh abs: 26; Vc quorum ag: 2.8; CCHF vOTU inh: -58; PriA SSB inh: 3; TcdB inh: 0.2

What do the screens show for `CCNc1nc(-c2cc3ccccc3o2)cs1`?
MazF activator: 2; Rv3671c inh: 7; PrPC surface inh: -8; Y pestis TopoI: -6; SARS 3CLpro inh: -6; VHR inh abs: -5; Vc quorum ag: inactive; CCHF vOTU inh: 3; PriA SSB inh: 12; TcdB inh: 0.1

How did O=[N+]([O-])c1ccc(N2CCCC2)c2ncccc12 do in these assays?
MazF activator: 101*; Rv3671c inh: -2; PrPC surface inh: -3; Y pestis TopoI: 6; SARS 3CLpro inh: 3; VHR inh abs: 25; Vc quorum ag: -0.9; CCHF vOTU inh: -5; PriA SSB inh: -6; TcdB inh: 1.3

How did COc1ccc(-c2noc(-c3ccccc3C(=O)Nc3cccnc3)n2)cc1OC do in these assays?
MazF activator: 2; Rv3671c inh: -6; PrPC surface inh: -4; Y pestis TopoI: 10; SARS 3CLpro inh: 2; VHR inh abs: 1; Vc quorum ag: inactive; CCHF vOTU inh: -10; PriA SSB inh: -3

What do the screens show for `O=C(NCC(F)(F)F)c1csc([C@@H]2O[C@H](CO)[C@H](O)[C@H](O)[C@H]2O)n1`?
PrPC surface inh: 0; Y pestis TopoI: -6; Vc quorum ag: 0.9; CCHF vOTU inh: 0; TcdB inh: 0.9

What do the screens show for `COc1ccc(NS(=O)(=O)c2ccc(O)c(NC(=O)c3ccc(S(=O)(=O)N4CCCCCC4)cc3)c2)cc1`?
MazF activator: -1; Rv3671c inh: -59; PrPC surface inh: -1; Y pestis TopoI: 20; SARS 3CLpro inh: 9; VHR inh abs: -7; Vc quorum ag: -0.2; CCHF vOTU inh: 1; PriA SSB inh: 0

What do the screens show for `Cc1nc2cc(NC(=O)NC(C)(C)C)ccc2n1C`?
MazF activator: 3; Rv3671c inh: -2; PrPC surface inh: -3; Y pestis TopoI: 2; SARS 3CLpro inh: -2; VHR inh abs: 20; Vc quorum ag: 0.4; CCHF vOTU inh: -3; PriA SSB inh: -3; TcdB inh: 0.6

How did CCS(=O)(=O)N1CCN(S(=O)(=O)c2ccccc2[N+](=O)[O-])CC1 do in these assays?
MazF activator: 2; Rv3671c inh: 1; PrPC surface inh: -3; Y pestis TopoI: -3; SARS 3CLpro inh: 2; VHR inh abs: -22; Vc quorum ag: -0.3; CCHF vOTU inh: -21; PriA SSB inh: -14; TcdB inh: 0.6

What do the screens show for `Cn1cccc1Cc1nnc(SCC(=O)N2CCc3ccccc32)n1CCc1ccccc1`?
MazF activator: 2; Rv3671c inh: 5; PrPC surface inh: 3; Y pestis TopoI: 25; SARS 3CLpro inh: 2; VHR inh abs: 36; Vc quorum ag: -0.6; CCHF vOTU inh: 4; PriA SSB inh: 3; TcdB inh: 1.3

What do the screens show for `CCn1c(SCC(=O)C(C)(C)C)nnc1-c1ccccn1`?
MazF activator: 3; Rv3671c inh: -1; PrPC surface inh: -8; Y pestis TopoI: -5; SARS 3CLpro inh: 3; VHR inh abs: -8; Vc quorum ag: inactive; CCHF vOTU inh: 4; PriA SSB inh: -10

What do the screens show for `CC(=O)C1=C(O)C(=O)N(c2cc(C(C)(C)C)on2)C1c1ccc(C(C)C)cc1` (stereo unspecified)?
MazF activator: 2; Rv3671c inh: 11; Y pestis TopoI: 9; SARS 3CLpro inh: 3; VHR inh abs: 17; Vc quorum ag: -0.4; PriA SSB inh: -12

Among those listed so far, these have an NH in an aromatic ring.
What do the screens show for `COc1cccc(NC(=O)CN(C)C(=O)CSCc2nc3scc(-c4cccs4)c3c(=O)[nH]2)c1`?
MazF activator: 5; Rv3671c inh: -3; PrPC surface inh: -6; Y pestis TopoI: 30; Vc quorum ag: inactive; CCHF vOTU inh: 2; PriA SSB inh: -4; TcdB inh: 1.0

What do the screens show for `Cc1ccc2[nH]c(CNC(=O)c3ccccc3F)cc2c1`?
MazF activator: 6; Rv3671c inh: 2; PrPC surface inh: -3; Y pestis TopoI: 0; SARS 3CLpro inh: 0; VHR inh abs: 11; Vc quorum ag: inactive; CCHF vOTU inh: -12; PriA SSB inh: 5; TcdB inh: 1.1

Not all compounds are listed (hit frequency here may not be typical).
